SRC1 TRFRET art = counter-screen for PPARgamma SRC-1 recruitment agonists: TR-FRET artefact; TR-FRET ratio at 8 µM; AID 1051; TR-FRET detection artefact counter-screen, emission ratio; active compounds read high; 99,000 tested, 0.34% active; in the data active means TR-FRET ratio above about 2300; further: inactives centre near 1800; reference of the scale not given here
SRC3 TRFRET art = TR-FRET artefact, counter-screen to PPARgamma/SRC-3 agonist assay | PPARgamma/SRC-3 format; active compounds read high | TR-FRET ratio at 8 µM | 99,000 tested, 0.39% active | AID 1048; in the data active means TR-FRET ratio above about 2000; further: inactives centre near 1600; reference of the scale not given here
Starred values were filed as active, the others as inactive. These rows are one share of the data; rates above refer to the full screens.

SMILES	SRC1 TRFRET art	SRC3 TRFRET art
COc1ccc(/C=C2\CCCC(C(=O)C(F)(F)F)=C2O)cc1OC	1720	1574
Cc1ccc(C(=O)NC(=S)Nc2cccc(NC(=O)c3ccccc3Cl)c2)cc1[N+](=O)[O-]	1854	1728
COc1ccc(NS(=O)(=O)c2cccc(C(=O)N/N=C/c3ccc4c(c3)OCCO4)c2)cc1	1582	1576
CN(C(=O)COC(=O)c1ccc[nH]c1=O)C1CCCCC1	1794	1519
CC(C)NC(=S)NCc1cccnc1	1857	1635
CNCc1cn2cc(Cl)ccc2n1	1722	1482
N#CCc1ccc(NC(=O)/C=C/c2ccc([N+](=O)[O-])o2)cc1	1842	1757
COc1ccc(-c2c[n+]3c(n2-c2ccccc2)CCCCC3)cc1	1551	1594
C#CCn1ccc(O)c(Cc2c(F)cccc2Cl)c1=O	1866	1576
Cc1ccc(OCC(=O)Nc2ccccc2N2CCCC2)c(C)c1	1671	1660
CN(C)C(=O)c1cn(-c2ccccc2)nc1-c1cc2ccccc2o1	1722	1300
O=C(Cc1ccccc1)Nc1ccccc1N1CCCC1	2088	1667
Cc1ccc(N/N=C2\CS(=O)(=O)N(C)c3ccsc32)cc1	1945	1496
CC(C)N(C)C1CCN(C(=O)Nc2ccc(Cl)c(Cl)c2)CC1	1707	1315
COCC(C)n1c(C)cc(C(=O)COC(=O)/C=C/c2cccc(F)c2)c1C (stereo not drawn)	1730	1523
CCc1ccc(CCC(=O)Nc2nnc(CC)s2)o1	1845	1635
CC(=O)c1sc(N/N=C\c2ccccc2O)nc1C	2007	1807
COc1ccccc1C(=O)Nc1ccc(Cc2ccncc2)cc1	1806	1609
CC(=O)OCC1=C(C(=O)O)N2C(=O)C(NC(=O)CCn3nc(C(F)(F)F)c(Br)c3C3CC3)C2SC1 (stereo not drawn)	1756	1525
CC(=O)Nc1cccc(-c2csc(N)n2)c1	1745	1508
CCc1cc(C(=O)OC)c(NC(=O)CC2SC(N)=NC2=O)s1 (stereo not drawn)	1621	1317
CS(=O)(=O)c1ccc(C(=O)N2CCc3ccccc3C2)cc1	1589	1426
CCCCNC(=O)N1CCN(S(C)(=O)=O)CC1	1849	1610
Cc1cc(NC(=O)Nc2ccccc2F)ccc1Br	2053	1436
CNC(=S)NCCC(c1ccccc1)c1ccccc1	1816	1672

Next section:
SMILES	SRC1 TRFRET art	SRC3 TRFRET art
Cc1n[nH]c(=S)n1/N=C/c1ccc(OCc2ccc(Cl)cc2Cl)cc1	1731	1576
CNC(=S)Nc1ccc(C)cc1	1747	1505
Cc1c(N(C(=O)CNC(=O)c2ccccc2)C2(C(=O)NC3CCCCC3)CCCCC2)c(=O)n(-c2ccccc2)n1C	1813	1776
COC(=O)c1ccccc1NC(=O)Cn1cc2c(n1)CCC(C)C2 (stereo not drawn)	1670	1614
CCOC(=O)c1c(C)oc2c(CC(=O)c3ccccc3)c(Cl)c(O)c(O)c12	1563	1767
CC1CC(C)CN(C(=S)NC2CCCCC2)C1 (stereo not drawn)	1947	1567
Nc1c(N2CCCCC2)c2ccccc2oc1=O	1623	1458
COC(=O)c1c(C)nc(C)c(C(=O)OC)c1-c1ccc(OC)c(OC)c1	1779	1569
CCCCCCCC[n+]1cccc2c3ccccc3ccc21	1828	1577
COc1ccc(NC(=O)c2cc(S(=O)(=O)N3CCCCC3)ccc2N2CCCCC2)cn1	1987	1585
Cc1sc(NC(=O)c2ccc(=O)n(C)n2)nc1-c1ccccc1	1807	1258
COc1ccc(/C=C2\SC(=S)N(CC(=O)NCCO)C2=O)cc1	1975	1797
CCC1CCc2c(sc(NC(C)=O)c2C#N)C1 (stereo not drawn)	1641	1567
COc1ccc(C)cc1N(CC(=O)Nc1cccnc1)S(=O)(=O)c1ccccc1	1539	1544
CN(CCCOc1ccccc1Br)Cc1ccccc1	1440	1481
CCOC(=O)c1cc2c(ccn2C)n1CC(=O)N1C(C)CCCC1C (stereo not drawn)	1500	1455
S=C(NCCCN1CCOCC1)NCCCN1CCOCC1	1678	1741
Cc1ccc(-n2nc(CC#N)c(C#N)c2N)cc1Cl	1750	1598
COc1ccc(Nc2cc(C(=O)NCc3ccco3)c3ccccc3n2)c(OC)c1	1815	1564
Cc1ccccc1C(=O)NN1CCOCC1	1929	1624
COc1ccccc1CNC(=S)Nc1cc(C)ccc1C	1859	1431
COCCCNC(=O)CCSc1ccc(Cl)cc1	1838	1715
CCOc1ccccc1NC(=S)NCCc1ccccc1	1968	1550
Cc1cc(C)nc(SCc2cc(=O)c(OC(=O)c3ccc(Br)o3)co2)n1	1758	1506
O=C(CN1CCCCC1)N1CCN(S(=O)(=O)c2ccccc2)C1	1742	1355

Remaining list, next part
SMILES	SRC1 TRFRET art	SRC3 TRFRET art
NC(=O)c1c(NC(=O)c2cccnc2Cl)sc2c1CCCC2	1555	1401
CCOC(=O)C1(Cc2cccc(F)c2)CCN(Cc2cnc(C)s2)CC1	1697	1613
CCOC(=O)C1=C(N)OC2=C(C(=O)CC(C)(C)C2)C1c1ccc(C)s1 (stereo not drawn)	1613	1557
Cc1cc([N+](=O)[O-])nn1CC(=O)Nc1nccs1	1932	1583
O=C(NCc1ccccn1)C(C(=O)c1cccc([N+](=O)[O-])c1)n1cc(Cl)ccc1=O (stereo not drawn)	1745	1625
COc1ccc(COc2ccc(C3C(S(=O)(=O)c4ccccc4)CON3C)cc2OC)cc1 (stereo not drawn)	1723	1694
O=[N+]([O-])c1cc(-c2ccc(C(=S)N3CCOCC3)o2)ccc1Cl	1846	1749
O=C(COc1ccccc1[N+](=O)[O-])OC1CCS(=O)(=O)C1 (stereo not drawn)	1709	1684
O=C(O)CC(NC(=O)c1ccc2c(c1)OCO2)c1cccc([N+](=O)[O-])c1 (stereo not drawn)	1756	1442
O=C(O)CC1NC(=O)N(C2CCCCC2)C1=O (stereo not drawn)	1927	1704
CCS(=O)(=O)C1=NSC2=NC(=O)/C(=C\c3cc(C)n(-c4cccc(OC)c4)c3C)C(=N)N21	1923	1733
CCCC1CCC(=NNC(=O)OC(C)(C)C)CC1 (stereo not drawn)	1715	1489
COc1ccc(CCC(C)NCC2CCCCC2)cc1 (stereo not drawn)	1617	1660
CCc1ccc(NC(=O)C(=O)N/N=C(\C)CC(=O)Nc2ccc(OC)cc2)cc1	1740	1533
Cc1[nH]c2ccc(C(=O)NCC(C)(C)N3CCOCC3)cc2c1C	1805	1567
COc1ccc(-c2nnn(CC(=O)N(CCCN3CCOCC3)C(C(=O)NC3CCCC3)c3ccc(C)o3)n2)cc1 (stereo not drawn)	1799	1458
COc1ccc(C2CC(c3cccs3)Nc3nnnn32)cc1 (stereo not drawn)	1838	1413
COc1ccc(-c2nc(/C=C3\C(C)=Nc4ccccc43)c(O)o2)cc1	1663	1548
O=C(COC(=O)c1ccc2ncsc2c1)Nc1ncc(Cl)cc1Cl	2152	1611
CCC1Oc2ccccc2N(CC(=O)NCCCN2CCCCC2CC)C1=O (stereo not drawn)	1847	1445
Cc1ccccc1-c1nnc(-c2ccccc2)o1	1709	1689
COc1ccccc1C(=O)NNC(=O)c1sccc1-n1cccc1	1717	1591
O=C(COC(=O)[C@@H]1CCCN1S(=O)(=O)c1ccccc1F)c1ccccc1	1795	1574
COC(=O)C[N+](C)(C)C/C=C\c1ccccc1	1690	1633
Cc1cccc(/C=C/c2nc3ccccc3c(=O)[nH]2)c1	2062	1581

At a glance, some entries already given.
SMILES	SRC1 TRFRET art	SRC3 TRFRET art
COc1ccc(/C=C2\CCCC(C(=O)C(F)(F)F)=C2O)cc1OC	1720	1574
Cc1ccc(C(=O)NC(=S)Nc2cccc(NC(=O)c3ccccc3Cl)c2)cc1[N+](=O)[O-]	1854	1728
COc1ccc(NS(=O)(=O)c2cccc(C(=O)N/N=C/c3ccc4c(c3)OCCO4)c2)cc1	1582	1576
CN(C(=O)COC(=O)c1ccc[nH]c1=O)C1CCCCC1	1794	1519
CC(C)NC(=S)NCc1cccnc1	1857	1635
CNCc1cn2cc(Cl)ccc2n1	1722	1482
N#CCc1ccc(NC(=O)/C=C/c2ccc([N+](=O)[O-])o2)cc1	1842	1757

Further compounds
SMILES	SRC1 TRFRET art	SRC3 TRFRET art
OCCC1CN(Cc2c(O)ccc3ccccc23)CCN1CCc1ccccc1 (stereo not drawn)	1867	1559
C=CC[N+](C)(C)CCN1C(=O)C2C(c3ccccc3)C=CC(c3ccccc3)C2C1=O (stereo not drawn)	1795	1473
O=C(COc1ccc([N+](=O)[O-])cc1)N(Cc1ccccc1)Cc1ccccc1	1772	1529
O=C(Nc1ccc(F)c(Cl)c1)NC1CC1	1770	1808
O=C(O)c1ccc(N2C(=O)/C(=C/C=C/c3ccccc3)SC2=S)cc1	1703	1466
COCCN(C(=O)CN1CCN(S(=O)(=O)c2ccc(F)cc2)CC1)c1c(N)n(Cc2ccccc2)c(=O)[nH]c1=O	1586	1566
CC(=O)n1nc(-c2ccc(C)cc2)nc1NCc1ccco1	1952	1579
COc1ccccc1N(C)S(=O)(=O)c1ccc(C(=O)OCC(=O)N2CCC2)cc1	1623	1394
Cc1ccc(C(=O)CSc2nc3ccccc3c(=O)[nH]2)cc1C	1541	1455
CCOc1cc(/C=N/NC(=O)C(C)Sc2ccccc2)ccc1O (stereo not drawn)	1692	1669
Cc1ccc2[nH]c(=O)c(CN(CC3CCCO3)C(=S)Nc3ccccc3)cc2c1 (stereo not drawn)	1698	1461
NNC(=O)c1ccc(COc2ccc3c(c2)CCC3)cc1	1703	1598
Cc1nc2n(COCCO)cnn2c(=O)c1Br	1807	1568
O=C(c1ccc(Cl)cc1[N+](=O)[O-])N1CCN(c2ccccn2)CC1	1641	1620
Nc1c(Cl)ncnc1N1CCCC1	1903	1618
COCCCNC(=O)CSc1c2c(nc3ccc(Cl)cc13)CCCC2	2727*	2277*
CCCCP(=O)(CCCC)c1ccccc1C(=O)O	1761	1425
Cc1ccc(N/N=C(\Cc2nc3ccccc3[nH]2)c2ccccc2)cc1	1795	1316
COc1ccc(/C=C/C(=O)ONC2=NCCCCC2)cc1OC	1846	1539
Cc1cc(-c2csc(N)n2)c(C)n1Cc1ccccc1	1573	1658
Cc1nn(Cc2ccccc2)c(C)c1NC(=O)CCCn1nc(C)c([N+](=O)[O-])c1C	1899	1598
CC(C)NC(=O)NC(=O)COC(=O)c1cccc(OC(F)F)c1	1895	1649
CCCCSCc1nc2ccccn2c1Br	1904	1762
O=C(O)/C=C/C(=O)Nc1ccccc1C(=O)OCC(=O)c1ccc2c(c1)OCCO2	1851	1545
COCCN(C(=O)CCc1ccccc1OC)c1nnc(-c2cccnc2)s1	1750	1815

Complete entries, looked up by structure. Order of values: SRC1 TRFRET art | SRC3 TRFRET art
`Cc1cc(-c2csc(N)n2)c(C)n1Cc1ccccc1` is listed as 1573 | 1658
`COc1ccc(/C=C/C(=O)ONC2=NCCCCC2)cc1OC` is listed as 1846 | 1539
`O=C(COc1ccc([N+](=O)[O-])cc1)N(Cc1ccccc1)Cc1ccccc1` is listed as 1772 | 1529
`O=C(c1ccc(Cl)cc1[N+](=O)[O-])N1CCN(c2ccccn2)CC1` is listed as 1641 | 1620

(cont.)
SMILES	SRC1 TRFRET art	SRC3 TRFRET art
OCCC1CN(Cc2nc(-c3ccccc3)cs2)CCN1C1CCCC1 (stereo not drawn)	1753	1315
CCOC(=O)CN(C(=O)CSc1nnc2c(n1)[nH]c1ccc(OC)cc12)c1ccc(F)cc1	1994	1665
COc1cc(C(=O)NCCCNc2nc3cc(C)c(C)cc3cc2C#N)cc(OC)c1OC	1771	1773
CC(C)NC(=S)N1CCC(Cc2ccccc2)CC1	2113	1581
CS(=O)(=O)c1ccc2nc(NC(=O)CC3CCCC3)sc2c1	1918	1588
CCCn1c(SCC(=O)Nc2ccc(C(=O)Nc3ccccc3OC)cc2)n[nH]c1=O	1707	1457
CCc1cccc(C)c1NC(=S)N(CCN(C)C)C(C)c1cccnc1 (stereo not drawn)	1263	1387
Cc1cc(C)cc(NC(=O)COC(=O)CCCC2=NS(=O)(=O)c3ccccc3N2)c1	1907	1691
c1ccc(-c2cc3c(N4CCOCC4)ncnc3s2)cc1	1716	1564
NC(=S)N=Nc1c(O)[nH]c2c(Br)cc(Br)cc12	1605	1660
O=C(O)C1=C[C@@H](c2csc3ccccc23)C[C@@H](OCCCCO)O1	1549	1545
Cc1ccc(CNC(=O)CN(C)S(=O)(=O)c2cnc[nH]2)cc1	1927	1631
CN1CCN(c2ccccc2NC(=O)c2c(F)cccc2F)CC1	1844	1606
CCOC(=O)CSc1nc(C)cc(Oc2ccc(=O)n(C)n2)n1	1897	1513
Cc1ccc(S(=O)(=O)N2CCOCC2)cc1NC(=O)CSc1nc2ccccc2c(=O)n1Cc1ccccc1	1631	1692
CC(=O)NCCc1cc2ccc(C)c(C)c2[nH]c1=O	2009	1580
O=C1N=C(N2CCCC2)S/C1=C\c1cn[nH]c1-c1ccccc1	1772	1667
O=C(Cc1ccc(F)cc1)NCC1CCCO1 (stereo not drawn)	2001	1535
CC(C)(O)C#Cc1ccc(C(=O)NCCc2ccc(S(N)(=O)=O)cc2)cc1	1637	1511
O=C(CN1C(=O)NC(Cc2ccccc2)C1=O)Nc1ccc(F)cc1 (stereo not drawn)	1688	1355
COc1ccc(C2C(C(=O)NCc3ccccn3)c3cc(OC)c(OC)cc3C(=O)N2C)cc1 (stereo not drawn)	1622	1777
Cc1cccc(NS(=O)(=O)c2ccc3c(c2)NC(=O)CC(=O)N3)c1	1573	1383
Cc1[nH]c2ccccc2c1/C=N\NC(=O)CNc1ccc2c(c1)OCO2	1774	1592
CCc1nnc(NS(=O)(=O)c2ccc(Nc3ccc([N+](=O)[O-])c4nonc34)cc2)s1	1767	1589
O=C(c1ccccc1)N1CCCCC(Sc2nnc3ccccn23)C1=O (stereo not drawn)	1819	1639
